Hsp70 displacement = Hsp70 inhibitors, probe displacement, primary screen, biochemical, fluorescence polarization (AID 583); Heat shock 70 kDa protein 1A (Homo sapiens); Hsp70 fluorescence polarization probe displacement, mP; higher % means a stronger effect; displacement, % at 20 µM; hits with a dose series show IC50 in µM; hit rate 0.06% among 140,000; in the data active = displacement above about 50%;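 also: plate controls were vehicle for no effect and reference ligand for full effect; a part of the inactive calls stands beside numbers as strong as those of hits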
MKP-3 inhibition = MKP-3 phosphatase inhibitors, primary screen, biochemical, rat enzyme, in vitro (AID 425); Dual specificity protein phosphatase 6 (Rattus norvegicus); recombinant MKP-3 phosphatase activity, fluorescence; higher % means a stronger effect; inhibition, % at 20 µM; hits with a dose series show IC50 in µM; hit rate 0.17% among 110,000; in the data active = inhibition above about 50%;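 also: plate controls were vehicle for no effect and reference inhibitor for full effect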
* marks the source's active call; other numbers are inactive results; / = not tested or not shown; & = joins results of further samples.

The opening seven compounds, to show the layout:
SMILES | Hsp70 displacement | MKP-3 inhibition
CCC(C)(C)NC(=O)C(c1ccc(C)cc1)N(Cc1ccco1)C(=O)Cn1nnc2ccccc21 (centres undefined) | 1.2% | /
O=C(O)/C=C/c1ccc(-c2ccccc2Br)o1 | -5.4% | 3.1%
CC(C)OC(=O)c1ccc(NC(=O)c2cccc(Br)c2)cc1 | 7.6% | 2.8%
CCSC1(SCC)N=C(N)C2(C#N)C(c3ccccc3)NC(C)=CC12C#N (centres undefined) | -2.3%&-0.7% | -7.7%&1.0%
Cc1sc2nc(SCC(N)=O)n(C)c(=O)c2c1C | 0.2% | /
NCCCS(=O)(=O)O | 3.1% | /
O=C(CSc1ncccc1C(=O)O)NCc1ccc(F)cc1 | 7.3% | -2.6%

Results, repeating the preview:
SMILES | Hsp70 displacement | MKP-3 inhibition
CCC(C)(C)NC(=O)C(c1ccc(C)cc1)N(Cc1ccco1)C(=O)Cn1nnc2ccccc21 (centres undefined) | 1.2% | /
O=C(O)/C=C/c1ccc(-c2ccccc2Br)o1 | -5.4% | 3.1%
CC(C)OC(=O)c1ccc(NC(=O)c2cccc(Br)c2)cc1 | 7.6% | 2.8%
CCSC1(SCC)N=C(N)C2(C#N)C(c3ccccc3)NC(C)=CC12C#N (centres undefined) | -2.3%&-0.7% | -7.7%&1.0%
Cc1sc2nc(SCC(N)=O)n(C)c(=O)c2c1C | 0.2% | /
NCCCS(=O)(=O)O | 3.1% | /
O=C(CSc1ncccc1C(=O)O)NCc1ccc(F)cc1 | 7.3% | -2.6%
Cc1cc(NS(=O)(=O)Cc2ccccc2)no1 | 7.3% | -4.1%
Cc1cc(=O)n2[nH]c(-c3ccccc3)cc2n1 | 4.2%&-2.3%&7.2% | -12.2%&-1.1%&-2.8%
COc1cccc(NC(=O)CN2CCN(c3ccccc3F)CC2)c1 | 2.0% | 1.1%
Cc1nn(C(=O)c2ccc(F)cc2)c(C)c1Sc1ccccc1 | 2.2% | -0.4%
Cc1cc(C)c(NC(=O)C(C)Sc2nc3ccc(N4C(=O)c5ccccc5C4=O)cc3s2)c(C)c1 (centres undefined) | 1.0% | -2.2%
COc1ccc(C(=O)CSc2nnc(-c3cccc(Br)c3)o2)cc1 | -0.4% | 4.5%
COCCCN1C(=O)C(=O)/C(=C(/O)c2ccc(OC)cc2C)C1c1cccnc1 (centres undefined) | -1.8% | -9.3%
COc1ccc(N2C(=O)/C(=C/c3ccc(-c4ccccc4[N+](=O)[O-])o3)SC2=S)cc1 | -4.0% | -1.3%
CCOc1ccccc1C=NN1CCN(c2ccc(Cl)cc2)CC1 | 2.0% | -0.1%
COc1ccc(N(CC(=O)NCCc2ccc(OC)c(OC)c2)S(=O)(=O)c2ccccc2)cc1 | -0.7% | 3.7%
Cc1ccccc1C(=O)NN1C(=O)/C(=C\c2ccco2)SC1=S | 8.5% | 5.7%
Cc1cc(Br)ccc1SCC(=O)OCC(=O)N1CCN(C(=O)c2ccco2)CC1 | 2.4% | -10.2%
O=C(CN(Cc1ccccc1)S(=O)(=O)c1ccccc1)Nc1ccc(Oc2ccccc2)cc1 | 0.5% | -0.5%

Given field by field: entries from further up
mol: O=C(O)/C=C/c1ccc(-c2ccccc2Br)o1
  Hsp70 displacement: -5.4%; MKP-3 inhibition: 3.1%
mol: CC(C)OC(=O)c1ccc(NC(=O)c2cccc(Br)c2)cc1
  Hsp70 displacement: 7.6%; MKP-3 inhibition: 2.8%

Other structures follow:
SMILES | Hsp70 displacement | MKP-3 inhibition
COCc1[nH]nc2c1C1(CCC3(CC1)OCCO3)C(C#N)=C(N)O2 | 6.8% | -6.5%
CCn1c(SCC(=O)O)nnc1-c1cc2c(C)nn(-c3ccccc3)c2s1 | -2.6% | 4.7%
Cc1c(N=CN2CCOCC2)c(=O)n(C)c(=O)n1C | 1.7% | -5.9%
COc1cc(/C=C2\C(=O)NN(c3ccccc3)C2=O)cc(OC)c1 | 3.0% | 1.8%
O=C(Nc1ccc(F)cc1)NC1(C(=O)NCc2ccco2)CCCCC1 | 0.5% | -18.8%
COc1ccc(/C=N/Nc2cc(-n3nc(C)cc3C)nc(C)n2)cc1 | 5.1% | 0.9%
CCOC(=O)CC(=O)Nc1cc(Cl)ccc1O | 0.8% | -1.8%
CCOC(=O)C1CCCN(Cc2sccc2C)C1 (centres undefined) | -3.1% | /
COc1ccc(N2C(=O)C=C(Nc3ccccc3)C2=O)cc1 | 0.7% | 2.0%
C/C(=N/n1cnnc1)c1cccnc1 | 4.0% | -4.6%
Cn1cnnc1SCC(=O)Nc1ccc2nc(SCc3cccc4ccccc34)sc2c1 | 1.7% | /
CC(NC(=O)CSc1nc2ccccc2c(=O)[nH]1)c1ccccc1 (centres undefined) | 1.4% | -6.7%
Cc1cccc(N2CCN(C(=O)c3cn(C)c(=O)c4c3c3ccccc3n4C)CC2)c1C | -2.1% | 10.0%
CCS(=O)(=O)N1CCN(C(=O)c2cccs2)CC1 | 0.6% | -1.1%
COc1ccc2nc(NC(=O)C(NS(=O)(=O)c3cccs3)C(C)C)sc2c1 (centres undefined) | -1.0% | -5.4%
CC(=O)/C=C1\NC(C)(C)Cc2ccccc21 | 0.4% | 1.3%
CCN(CC)CC1OCc2ccccc2CO1 | 0.7% | 1.2%
CSc1nnc(-c2cc3ccccc3cc2O)n1C | 2.9% | 10.7%
CCN(CC)CCNC(=O)c1c(O)c2c([nH]c1=O)CCCC2 | 5.6% | 1.0%
Cc1cc(/C=C2/NC(=S)NC2=O)c(C)n1-c1ccc(N2CCOCC2)cc1 | -31.3% | 7.8%
CCC1(C(=O)OC)NC(c2ccco2)C2C(=O)N(c3ccc(C)cc3)C(=O)C21 (centres undefined) | 0.7% | -0.2%
CN(C)S(=O)(=O)N1CCC(C(=O)O)(c2ccccc2)CC1 | -0.2% | -7.3%
O=C(NC1CCCCC1)c1c(F)cccc1F | 2.0% | 0.2%
O=C(NCCCN1CCN(C2CCCCC2)CC1)Nc1ccccc1C(F)(F)F | -1.1% | -1.0%
O=C(CSc1ccccc1)Nc1cccc([N+](=O)[O-])c1 | -1.6% | 2.5%
NC1=NC2(CCCCC2)n2c(nc3ccccc32)N1 | 7.5% | -4.9%
COc1ccccc1NC(=O)c1oc2ccccc2c1NC(=O)c1ccco1 | 5.8% | -8.4%
O=C(Cc1ccc(Cl)cc1)Nc1ccc(N2CCCC2)cc1 | -22.4% | /
O=C(CSc1nnc(COc2ccc(Cl)cc2)o1)N1c2ccccc2CCc2ccccc21 | 3.2% | /
C=CCSC1=N/C(=C\c2ccsc2)C(=O)S1 | 100.9% | -2.7%
COCCn1c(=O)[nH]c2cc(C(=O)NC3CCCCCC3)ccc2c1=O | -1.8% | -10.2%
Cc1cc(C)n(C(=O)Cc2cn3ccsc3n2)n1 | 3.6% | -14.3%
CCOC(=O)CSC1=C(C#N)C(c2ccc(F)cc2)C(C(C)=O)=C(C)N1 (centres undefined) | 3.2% | 5.6%
COc1ccc(OC)c(S(=O)(=O)NCc2ccco2)c1 | 5.0% | -0.4%
COc1ccc(C(C(O)C(=O)c2c[nH]c3ccccc23)N2CCN(c3ccc(OC)cc3)CC2)cc1 (centres undefined) | 3.1% | -12.9%
COc1cc(C(=O)NCCC(=O)NCCN2CCCCCC2)cc(OC)c1OC | 4.2% | 2.3%
Cc1ccc(CCC(=O)Nc2ccc(Cl)cc2)o1 | -6.7% | 3.8%
COc1ccc(S(=O)(=O)N2CCN(C(=O)c3cccs3)CC2)cc1 | 9.3%&5.3% | 3.7%&-3.6%
O=C(Nc1ccc2oc(-c3cccc(Cl)c3Cl)nc2c1)c1ccco1 | -8.4% | 38.4%
Cc1cc(I)ccc1N/C=C/[N+](=O)[O-] | 0.6% | 2.2%
O=C(c1cccc(Br)c1)N1CCN(c2ccc(Cl)cc2)CC1 | -1.2% | 0.2%
O=C(O)CN1C(=O)CC(Cc2ccccc2)C1=O (centres undefined) | -1.1% | 0.4%
O=C(Nc1ccc(Cl)cc1Cl)C1CC(=O)N(c2ccc(F)cc2)C1 (centres undefined) | -1.0% | 1.3%
CC(C)CC[n+]1ccn(-c2nc3ccccc3nc2[N-]S(=O)(=O)c2ccccc2)c1 | -4.8% | /
Cc1cc(Cl)ccc1NC(=S)Nc1cccnc1 | 1.2% | /
COC(=O)c1ccccc1NC(=O)c1ccc(NS(C)(=O)=O)cc1 | -0.5% | -4.0%
COc1ccc(C2=Nn3c(nnc3-c3ccccc3)SC2)cc1OC | 1.7% | -3.6%
O=C(O)c1cccc(NC(=O)c2ccccc2NC(=O)c2cccs2)c1 | / | 3.5%
Cc1ccc(C(C(=O)NC2CCCCC2)N2CCOCC2)cc1 (centres undefined) | / | -0.1%
CCC(CO)Nc1ncnc2c1cnn2-c1ccc(OC)cc1 (centres undefined) | -2.8% | 3.8%
Cn1nnc2cc(C(=O)NCc3ccco3)ccc21 | 5.2% | -5.7%
CCC1Oc2ccc(Cl)cc2N(CC(=O)O)C1=O (centres undefined) | 5.2% | -11.0%
Cc1ccc(S(=O)(=O)N2CCN(S(C)(=O)=O)C2c2ccccc2)cc1 (centres undefined) | 0.0%&3.4% | -0.1%&-1.1%
COc1cc(C=C2C(=O)NC(=S)NC2=O)ccc1OCCO | -3.3% | 2.2%
Cc1cccc(-n2nc3c(c2NC(=O)c2ccc(Br)o2)CSC3)c1C | 4.2% | -2.2%
O=C(Nc1ccc(Br)cn1)c1cc2ccccc2o1 | -2.1% | 2.3%
COc1ccc(-c2ncc3ccccn23)cc1 | -7.0% | -11.9%
COc1ccc(N2C(=O)c3ccc4c5c(ccc(c35)C2=O)CC4)c(OC)c1 | -5.6% | -1.6%
CCOC(=O)N1CCN(C(=O)CSc2nnc(Cn3c(=O)sc4ccccc43)n2C)CC1 | 1.4% | 6.0%
CCc1cc2c(=O)c(-c3cnn(-c4ccccc4)c3)c(C)oc2c(CN2CCCCC2)c1O | 1.7% | /
Next part
SMILES | Hsp70 displacement | MKP-3 inhibition
Cc1cc(C)n(-c2nc3ccccc3n3nnnc23)n1 | 1.5% | -7.1%
Cc1ccc(/C=N/NC(=O)c2csc(C)c2)o1 | -3.9% | /
CC(C)C(=O)Nc1c(-c2cccs2)c(=O)c2ccccc2n1C | -0.9% | /
O=C1c2ccccc2C(O)(Cc2ccccc2)N1c1ccc2c(c1)OCO2 (centres undefined) | 7.0% | -6.3%
CCOC(=O)c1c(-c2ccccc2)csc1NC(=O)c1cc2ccccc2oc1=O | -2.6% | 2.8%
O=[N+]([O-])c1ccc(C2SCCN2S(=O)(=O)c2ccc3cccc4c3c2CC4)cc1 (centres undefined) | 6.0% | -0.9%
NC(=O)CN1N=C(c2cc(Cl)sc2Cl)CSC1=O | -4.5% | /
O=C(Cc1ccccc1)Nc1nc2ccccc2s1 | -3.2% | /
C=CCNC(=O)CN(c1ccc(OC)cc1)S(=O)(=O)c1ccc(OC)c(OC)c1 | -1.8% | 1.1%
Cn1c(=O)c2[nH]c(Nc3ccccc3)nc2n(C)c1=O | -1.5% | -5.3%
COc1ccc(-c2nnn(Cc3nc(N)nc(N4CCCCC4)n3)n2)cc1 | 3.9% | 2.9%
Cc1ccc(NC(=O)CN(c2ccc3c(c2)OCO3)S(=O)(=O)c2c(C)n[nH]c2C)cc1 | -6.9% | -8.1%
CCCCSC1=C(C#N)C(c2ccccc2C)C(C(=O)OCC)C(=O)N1 (centres undefined) | 2.5% | 1.0%
Cc1cc(C)c2c(c1)c(C)cc1nnc(SCC(=O)NCc3ccco3)n12 | -1.1% | 5.7%
COc1ccc(-c2noc(CSc3ccccc3)n2)cc1OC | 3.8% | -14.0%
CCC(C)NCC(=O)Nc1ccc(-c2nc3cc(NC(=O)CNC(C)CC)ccc3o2)cc1 (centres undefined) | 4.5% | 2.8%
Cc1cc(Nc2ccccc2)nn1C(=O)c1ccc(Br)cc1 | 1.6% | /
COC(=O)c1ccc(-n2nnnc2SCC(=O)Nc2ccccc2OC)cc1 | 0.2% | -6.8%
COCCNc1ncnc2ccc(Br)cc12 | 3.2% | -1.6%
CC(C)CCn1c(COc2ccccc2)nc2ccccc21 | -4.5% | 4.7%
O=c1oc2c(-c3cccc(Cl)c3)cc(O)cc2s1 | 2.6% | 4.6%
COc1ccc(C(=O)N2CCN(c3cccc(Cl)c3)CC2)c(OC)c1 | 0.8% | 6.1%
Cc1cc(Cl)cc(Cl)c1OCCNCCO | -1.3% | 0.4%
COc1ccccc1NC(=O)C1=C(C)NC(=S)NC1c1ccccc1OC (centres undefined) | -3.6% | 3.2%
O=C1CN(CC(=O)N2CCOCC2)c2ccccc2O1 | 1.1% | 6.8%
O=C(Nc1ccc(-c2nnc(-c3ccccc3)o2)cc1)C(F)(F)F | -1.3% | -6.3%
O=C(NC1Sc2ccccc2N=C1c1ccccc1)c1ccco1 (centres undefined) | 1.5% | 0.4%
O=Cc1ccccc1OC(=O)c1cc2ccccc2oc1=O | -3.8% | 0.4%
CCC(=O)Nc1ccc2c(c1)ncn2-c1ccccc1OC | 3.5% | -7.7%
CC(=O)N1CCN(c2ccc(Oc3nnnn3-c3ccccc3)cc2)CC1 | 2.4% | 3.4%
CC(C)C(C)(C#N)NC(=O)CSc1nnc(C(F)(F)F)n1C (centres undefined) | -1.5% | /
CCn1c(SCC(=O)N/N=C/c2cccn2C)nnc1-c1ccc(OC)cc1 | -1.6% | 3.7%
O=C(CCSCCc1ccccn1)Nc1ccc(Cl)cn1 | -2.1% | /
COc1ccc(-n2c(SCC(=O)c3c(N)n(C)c(=O)n(C)c3=O)nc3ccccc32)cc1 | 0.4% | -0.2%
Cc1cc(-c2ccc(C)o2)c(C#N)c(SCC(=O)c2ccccc2)n1 | -5.0% | -0.2%
O=C(N/N=C/c1ccc(OC(=O)c2ccccc2Br)cc1)c1ccccn1 | -4.1% | 0.0%
O=c1oc2c(-c3cc(Cl)ccc3Cl)cc(O)cc2s1 | 4.4% | 0.4%
O=C(O)c1ccc(-c2ccc(C=C3C(=O)c4ccccc4C3=O)o2)cc1Cl | -21.9% | -3.8%

Compound activity (PubChem)

Not all compounds are listed; the hit share may differ from the screen's.
